Screening results (PubChem)
RXFP1 antag = qHTS Assay for Antagonists of the Relaxin Receptor RXFP1; AID 1259400, 2018; HEK293-RXFP1, relaxin-stimulated cAMP HTRF, 30 min; hits give low values; Relaxin receptor 1 (Homo sapiens), Q9HBX9; activity change, negative = inhibition, % at 57.5 µM; hit rate 0.59% among 350,000;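 active = activity change of -60% or lower, but not beyond a set lower limit; inconclusive = change between -60% and -40%, or beyond the set limit; inactive = change above -40%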; note: % is set by controls: 0 for no effect and ±100 for the full control effect
D2 PAM = HTS Assay for Positive Allosteric Modulators of the Human D2 Dopamine Receptor: Primary Screen for Potentiators. D(2) dopamine receptor (Homo sapiens), P14416. HEK293 T-REx D2, calcium flux, EC20 dopamine potentiation. potentiation, % at 10 µM. hit rate 0.34% among 340,000;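 active = potentiation over 3 SD above the plate norm, cut at about 30% in these data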; note: 0% is about no effect
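Potentiation of an EC20 dopamine calcium response measured kinetically over 180 s, after a preceding 180 s compound-only read flagging agonists. Cells: inducible Hek293 Trex D2 line, 4000/well, cultured overnight at 30 C before dye loading.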
D1 PAM = Potentiators of Human D1 Dopamine Receptor: qHTS; D(1A) dopamine receptor (Homo sapiens), P21728; hit rate 0.036% among 360,000; potentiation, % at 10 µM; HEK293 TREx D1 cells, calcium flux, dopamine EC20 potentiation; in the data active = potentiation above about 30%; note: 0% is about no effect
Target sequence (P21728 whole entry, looked up): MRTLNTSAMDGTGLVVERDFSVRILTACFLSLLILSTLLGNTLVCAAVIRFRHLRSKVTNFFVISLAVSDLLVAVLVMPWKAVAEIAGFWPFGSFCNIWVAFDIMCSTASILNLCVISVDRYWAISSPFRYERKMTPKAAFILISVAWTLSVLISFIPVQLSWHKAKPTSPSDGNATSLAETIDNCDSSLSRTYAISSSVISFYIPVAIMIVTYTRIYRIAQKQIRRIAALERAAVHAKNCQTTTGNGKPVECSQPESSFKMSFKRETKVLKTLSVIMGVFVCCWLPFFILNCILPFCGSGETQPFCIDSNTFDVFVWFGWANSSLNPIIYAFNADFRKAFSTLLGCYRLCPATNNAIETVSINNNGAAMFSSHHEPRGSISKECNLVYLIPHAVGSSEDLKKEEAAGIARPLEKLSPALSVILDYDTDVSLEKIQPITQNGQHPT
D2 agonist = HTS Assay for Allosteric Agonists of the Human D2 Dopamine Receptor: Primary Screen for Agonists; AID 485358, 2010; D(2) dopamine receptor (Homo sapiens), P14416; HEK293 T-REx D2 cells, calcium flux agonist mode; activation, % at 2 µM; hit rate 0.53% among 340,000;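 active = activation over 3 SD above normal in the single-dose calcium agonist read, cut at about 30% in these data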; note: 0% is about no effect
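HEK293 Trex D2 cells, tetracycline-induced, o/n 30 C 5% CO2; no-wash Ca dye, RT 30–90 min; 10-cycle baseline, 23 nl cpd added, kinetic Ca read 180 s; agonist hits = positive Ca response.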
D1 antagonist = Antagonist of Human D 1 Dopamine Receptor: qHTS. HEK293 TREx D1 cells, calcium flux, dopamine EC80; hits give low values. AID 504652, 2011. D(1A) dopamine receptor (Homo sapiens), P21728. activity change, negative = inhibition, % at 10 µM. hit rate 3.2% among 360,000; in the data active = activity change below about -30%; note: % is set by controls: 0 for no effect and ±100 for the full control effect
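Using tetracycline-induced force-coupled D1 Hek293 cells and a calcium dye, signals were followed for 180 s after compound, then for 180 s after EC80 dopamine, to detect inhibitors.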
D2 antagonist = HTS Assay for Allosteric Antagonists of the Human D2 Dopamine Receptor: Primary Screen for Antagonists; D(2) dopamine receptor (Homo sapiens), P14416; HEK293 TREx D2 cells, calcium flux, dopamine EC80; inhibition, % at 10 µM; hit rate 2% among 340,000; in the data active = inhibition above about 30%; note: 0% is about no effect
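Compounds are added to dye-loaded, induced HEK293 T-REx cells coupled to calcium release via D2; after a 3 min kinetic read an EC80 dopamine stimulus is given and fluorescence is recorded for 3 more min.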
TRHR enhancer = qHTS for Small Molecule Agonists and Allosteric Enhancers of Human TRH Receptor: Primary Screen for Enhancers. Thyrotropin-releasing hormone receptor (Homo sapiens), P34981. TRHR cells, fluo-8 calcium fluorescence, EC20 TRH enhancement. hit rate 0.66% among 360,000. enhancement, % at 2 µM; in the data active = enhancement above about 30%; note: 0% is about no effect
Target sequence (P34981 whole entry, looked up): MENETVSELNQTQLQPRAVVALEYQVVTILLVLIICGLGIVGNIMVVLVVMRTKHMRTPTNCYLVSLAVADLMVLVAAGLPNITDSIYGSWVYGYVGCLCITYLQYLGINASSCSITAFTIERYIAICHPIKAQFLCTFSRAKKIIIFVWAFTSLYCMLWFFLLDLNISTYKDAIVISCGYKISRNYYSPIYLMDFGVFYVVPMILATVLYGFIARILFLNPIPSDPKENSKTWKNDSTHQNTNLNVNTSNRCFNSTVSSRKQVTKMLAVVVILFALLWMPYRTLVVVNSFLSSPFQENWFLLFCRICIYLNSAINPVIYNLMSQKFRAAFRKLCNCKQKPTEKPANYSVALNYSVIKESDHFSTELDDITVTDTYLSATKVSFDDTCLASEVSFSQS
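TRHR-expressing cells loaded with fluo-8 calcium dye were read kinetically (ex 480/em 530) during compound addition, then stimulated with an EC20 of TRH (10 nM final). Enhancement of the Gq-mediated intracellular calcium response was scored.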
TRHR ag = qHTS for Small Molecule Agonists and Allosteric Enhancers of Human TRH Receptor: Primary Screen for Agonists | Thyrotropin-releasing hormone receptor (Homo sapiens), P34981 | TRHR cells, calcium flux fluo-8, FDSS agonist mode | hit rate 0.18% among 360,000 | activation, % at 2 µM; note: 0% is about no effect
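Fluo-8-loaded TRHR cells; 10 s baseline, compound added, kinetic Ca2+ fluorescence read 1/s, agonist mode.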
D1 agonist = Allosteric Agonists of the Human D1 Dopamine Receptor: qHTS; HEK293 T-REx D1 cells, calcium flux, agonist mode; activation, % at 2 µM; hit rate 1% among 360,000; note: 0% is about no effect
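Inducible HEK293 T-REx D1 cells, force-coupled to calcium signalling, were plated at 4000 cells/well with tetracycline and held overnight at 30 C. After no-wash calcium dye loading, compound-evoked calcium rise over 180 s flagged agonists.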
Starred values were filed as active, the others as inactive; u = inconclusive; x = not tested or not shown. Cut-off read from the data, not from the text of the source, unless noted: active = activation above about 30%; inactive = the rest. Not a hit list (roughly 7.1% active in at least one column).

SMILES | RXFP1 antag | D2 PAM | D1 PAM | D2 agonist | D1 antagonist | D2 antagonist | TRHR enhancer | TRHR ag | D1 agonist
C=CCOC(=O)C1=C[C@H](c2ccccc2)[C@@H](CCCO)[C@H](OCC)O1 | x | 0 | 4 | -0.2 | 18 | 2 | 8 | -0.3 | -4
CSc1nn(-c2ccc(C(=O)OC(C(=O)NC(N)=O)C(C)C)cc2)c(=S)s1 (stereo not drawn) | 2 | 1 | -3 | -0.5 | 4 | 4 | -2 | -1.7 | 11
CCCc1nc2ccccc2c(C(=O)OCc2nnc(-c3cc(OC)c(OC)c(OC)c3)o2)c1CC | -5 | 13 | 1 | 0.8 | -6 | 38* | -3 | 0.4 | 7
CC(=O)Nc1ccc(N(CC(=O)NC2CCCC2)C(=O)CCC(=O)Nc2cc(C)on2)cc1 | 2 | 6 | -7 | 2.1 | -13 | -2 | 5 | -0.2 | 2
CC(C)(C)OC(=O)C(Cc1ccc(OC(C)(C)C)cc1)NC(=O)CNC(=O)OCc1ccccc1 (stereo not drawn) | -9 | 11 | -5 | -1.0 | 0 | -1 | 0 | -1.4 | 2
Fc1ccc(-c2cc(C(F)(F)F)nc(-n3cncn3)n2)cc1 | -9 | 1 | 8 | -0.3 | 2 | -9 | 0 | 0.1 | 0
Cc1ccc(C(c2nnnn2CCc2ccccc2)N2CCC(C)CC2)cc1 (stereo not drawn) | -6 | -5 | -6 | -0.5 | 3 | 15 | 1 | -0.2 | 14
O=C1COC(c2ccccc2)C2CCCCN12 (stereo not drawn) | x | 0 | -7 | 1.0 | 8 | 2 | -11 | 1.1 | 11
Cc1cccc(C)c1OC(=O)CCN1C(=O)C2C3C=CC(C4CC34)C2C1=O (stereo not drawn) | -3 | 1 | 1 | -0.4 | -15 | 14 | -4 | 0.3 | 4
O=C1/C(=C\c2cccc([N+](=O)[O-])c2O)SC(=S)N1Cc1ccccc1 | 0 | 7 | 0 | 0.6 | -26 | 22 | -1 | 0.4 | 6

Limited to D2 PAM and TRHR ag, for seven of the compounds above:
| SMILES | D2 PAM | TRHR ag |
| --- | --- | --- |
| CSc1nn(-c2ccc(C(=O)OC(C(=O)NC(N)=O)C(C)C)cc2)c(=S)s1 (stereo not drawn) | 1 | -1.7 |
| Cc1cccc(C)c1OC(=O)CCN1C(=O)C2C3C=CC(C4CC34)C2C1=O (stereo not drawn) | 1 | 0.3 |
| O=C1COC(c2ccccc2)C2CCCCN12 (stereo not drawn) | 0 | 1.1 |
| O=C1/C(=C\c2cccc([N+](=O)[O-])c2O)SC(=S)N1Cc1ccccc1 | 7 | 0.4 |
| Cc1ccc(C(c2nnnn2CCc2ccccc2)N2CCC(C)CC2)cc1 (stereo not drawn) | -5 | -0.2 |
| CCCc1nc2ccccc2c(C(=O)OCc2nnc(-c3cc(OC)c(OC)c(OC)c3)o2)c1CC | 13 | 0.4 |
| CC(=O)Nc1ccc(N(CC(=O)NC2CCCC2)C(=O)CCC(=O)Nc2cc(C)on2)cc1 | 6 | -0.2 |

The list goes on:
SMILES | RXFP1 antag | D2 PAM | D1 PAM | D2 agonist | D1 antagonist | D2 antagonist | TRHR enhancer | TRHR ag | D1 agonist
O=C(CNc1cccc(S(=O)(=O)N2CCOCC2)c1)N1CCc2ccccc21 | -1 | 0 | 4 | -0.4 | 10 | -16 | -1 | -0.9 | 3
CC(NC(=O)OC(C)(C)C)C(=O)N1CCCC1C(=O)NC(Cc1ccccc1)C(N)=O (stereo not drawn) | 7 | 6 | -4 | -0.9 | 14 | 4 | 0 | -0.3 | 3
CCCCCC(=O)Nc1cccc(C2=NOC3(C2)C[C@@H](C(N)=O)N(C(=O)CC(c2ccccc2)c2ccccc2)C3)c1 (stereo partly drawn) | x | 6 | 0 | 0.5 | -5 | -8 | 0 | 0.5 | 11
NC(=O)COC(=O)c1cc(S(=O)(=O)N2CCN(c3ccccc3)CC2)ccc1Cl | u | 1 | -8 | 3.4 | -12 | 7 | -2 | 0.7 | 5
CCCn1nc(C(=O)N2CCc3ccccc3C2)c2ccccc2c1=O | 5 | 6 | 2 | -0.4 | 9 | 19 | -5 | -0.6 | -1
CCC(NC(=O)Nc1nccs1)(C(F)(F)F)C(F)(F)F | -3 | -6 | -9 | -2.3 | -13 | 7 | -11 | 0.3 | 2
CCC(C)(C)C(=O)Nc1ccc(C(N)=O)cc1 | 2 | -7 | -6 | 0.2 | -8 | 15 | 4 | -0.1 | 2
CCc1nnc(NC(=O)Cn2ccc(C(F)(F)F)n2)s1 | -7 | -5 | 1 | -0.3 | 1 | -23 | -2 | 0.0 | 2
Brc1cccc(CN2CCCCCCC2)c1 | -21 | -9 | -2 | -0.2 | 4 | 4 | 5 | 0.0 | 0
COc1ccccc1CNC(=O)CN1C(=O)C(C)N(c2ccc(C)cc2)C1=O (stereo not drawn) | -5 | x | 0 | x | 6 | x | -3 | -1.0 | 2
COCCNc1nc(NCc2ccccc2)c2cnn(C)c2n1 | 2 | x | -2 | x | -11 | x | -3 | 0.0 | 2
Cc1c(OCC(=O)NC2CCN(Cc3ccccc3)CC2)ccc2c3c(c(=O)oc12)CCC3 | -5 | 13 | 2 | 1.2 | 3 | -4 | 2 | 0.2 | 0
COc1ccc(CCN2CC(C(=O)NCc3nc(C)c(C)s3)CCC2=O)cc1 (stereo not drawn) | 0 | -3 | 4 | 1.1 | 0 | -2 | -2 | 0.3 | 1
COc1ccc(OC)c(C(=O)NC(CC(N)=O)c2ccc(N3CCN(c4ccc(F)cc4)CC3)c([N+](=O)[O-])c2)c1 (stereo not drawn) | x | 2 | 6 | -0.9 | 3 | 7 | 3 | -0.3 | 1
CCOc1ccc(Cc2nnc(SCC(N)=O)n2C)cc1 | 12 | -3 | 0 | -0.6 | 5 | 5 | -4 | 0.9 | 3
CN(C)c1ccc(C(=S)N2CCCCC2)cc1Br | 4 | 5 | -7 | -0.6 | x | 5 | -2 | -0.7 | -3
Cc1cc(=O)[nH]c(Nc2ccc(C(=O)OC(C)C)cc2)n1 | -4 | 16 | -2 | 0.7 | -11 | 4 | 11 | 0.1 | 4
CS(=O)(=O)N(Cc1ccccc1)c1ccc(C(=O)Nc2ccccc2Sc2ccccc2)cc1 | -8 | -1 | -3 | 2.0 | -11 | 9 | 0 | 0.9 | 8
Cc1cccc(-c2nc3ccccc3n3c(-c4ccccc4)c4c(=O)n(C)c(=O)n(C)c4c23)c1 | 8 | 13 | -3 | 0.4 | 0 | x | 14 | -0.2 | 0
COc1ccc(Sc2nc(-c3ccccc3)ncc2C(=O)O)cc1 | -6 | -5 | -6 | -8.7 | -12 | -14 | 0 | -0.2 | 1

Overlap with the part before: 2 compounds, then new ones.
SMILES | RXFP1 antag | D2 PAM | D1 PAM | D2 agonist | D1 antagonist | D2 antagonist | TRHR enhancer | TRHR ag | D1 agonist
Cc1cccc(-c2nc3ccccc3n3c(-c4ccccc4)c4c(=O)n(C)c(=O)n(C)c4c23)c1 | 8 | 13 | -3 | 0.4 | 0 | x | 14 | -0.2 | 0
COc1ccc(Sc2nc(-c3ccccc3)ncc2C(=O)O)cc1 | -6 | -5 | -6 | -8.7 | -12 | -14 | 0 | -0.2 | 1
O=c1ccc2cc3c4c(c2o1)CCCN4CCC3 | 8 | x | -3 | x | -20 | x | -5 | 47* | 75*
CCOc1ccc(C(CC(=O)O)NC(=O)c2ccco2)cc1OC (stereo not drawn) | -4 | 4 | 5 | 0.6 | -5 | 3 | -5 | 0.5 | 2
CCOC(=O)c1c(NC(=O)c2ccccc2Br)sc2c1CCc1ccccc1-2 | -7 | 14 | -4 | -0.2 | 4 | 5 | -3 | -0.1 | 5
COc1cc2[nH]c(=O)n(CCCCCC(=O)NCCc3ccccc3)c(=O)c2cc1OC | x | 17 | 1 | x | -12 | x | -2 | 0.0 | -1
COc1ccccc1NC(=O)c1cc(C(=O)O)ccc1C(=O)O | 0 | -1 | -4 | 0.3 | -2 | -15 | 12 | 0.9 | 1
CC(=O)Nc1ccc(NCC(=O)c2ccccc2)cc1 | -6 | 10 | -6 | 0.4 | 7 | 1 | 0 | -0.5 | 1
Cc1ccc(N2CN(Cc3ccco3)CNC2=S)cc1 | 0 | x | -3 | -0.3 | -7 | 5 | 2 | 0.0 | 3
Cc1nnc(SCC(=O)NC2CCCCC2)[nH]c1=O | -16 | 12 | -3 | -0.6 | -3 | 0 | 5 | 0.1 | 8
O=C1C=C(NCC2CCCO2)C2(CCCCC2)O1 (stereo not drawn) | 5 | 1 | -4 | -0.2 | 3 | -2 | 10 | 1.2 | 1
COc1ccccc1CCNS(=O)(=O)c1c(C)n(C)c(=O)n(C)c1=O | 9 | 32* | -12 | 0.0 | 9 | 3 | -9 | 0.9 | 5
Cc1ccc(OCC(=O)N2CCN(S(=O)(=O)c3ccc4c(c3)OCCO4)CC2)c(C)c1 | 4 | 2 | 1 | -1.3 | -8 | 21 | 4 | -0.4 | 0
Cc1ccccc1NC(=O)c1sc2nc(N3CCOCC3)c3c(c2c1N)CC(C)(C)OC3 | x | x | -4 | 0.2 | 1 | x | -8 | -0.2 | 0
CC(C)(C)CN1C(=O)C(=O)NC[C@H]1Cc1ccc(O)cc1 | x | 6 | -1 | -0.4 | -2 | 7 | -3 | -1.0 | 4
O=C(CCCn1c(=O)c2cccn2c2ccccc21)NCCc1ccc(Cl)cc1 | -71* | 9 | 2 | -0.9 | -26 | x | 10 | -0.7 | -2
CNC(=O)c1ccc(-c2cc(C(F)(F)F)nn2C)s1 | 1 | 5 | 4 | -1.1 | 2 | 5 | -5 | -1.1 | 3
O=C(NC1CCCC1)C1=COCCO1 | -3 | 0 | -4 | 1.2 | -3 | 1 | 1 | 0.8 | 2
O=C(N/N=C/c1ccc(Br)s1)c1cccc([N+](=O)[O-])c1 | -14 | -8 | -2 | 0.2 | 9 | -1 | 13 | 0.3 | 2
CC(=O)c1nn(-c2cccc(Br)c2)cc1C(=O)c1ccc(Br)cc1 | -1 | 1 | -5 | -0.7 | 3 | -3 | -7 | 0.0 | 2
COc1ccc(S(=O)(=O)N2CCCCC2)cc1NC(=O)CCOc1cc(C)ccc1C | 5 | 13 | -3 | 0.8 | 18 | 1 | 5 | 0.7 | 7
COc1ccc(-c2cc3ncc(C(=O)c4cc([N+](=O)[O-])ccc4O)cn3n2)cc1 | x | 14 | -2 | 0.8 | -1 | x | 0 | 2.0 | 10
Cc1cc(C)n2nc(C(=O)OCC(=O)NC(=O)c3ccccc3)nc2n1 | -9 | 1 | 1 | -0.3 | 16 | -10 | -6 | 0.3 | 5
O=C(OCc1cc(=O)n2ccsc2n1)C1(c2ccc(Cl)cc2)CC1 | -8 | 7 | 2 | 0.1 | 6 | 29 | -13 | -2.7 | 8
